Screening results (PubChem)
TRPC4 agonist: activators of mouse TRPC4 channel; Q9QUQ5; HEK293 TRPC4beta/mu-opioid, Fluo4 calcium fluorescence; active compounds read high; B-score at 10 µM; 310,000 compounds, 0.49% hits; AID 2237;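 active = B-score above 5 SD of library B-scores, and initial fluorescence ratio not above library mean plus 5 SD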;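 also: positive B-score marks a calcium rise read as TRPC4 activation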
Target sequence (Q9QUQ5 whole entry, looked up): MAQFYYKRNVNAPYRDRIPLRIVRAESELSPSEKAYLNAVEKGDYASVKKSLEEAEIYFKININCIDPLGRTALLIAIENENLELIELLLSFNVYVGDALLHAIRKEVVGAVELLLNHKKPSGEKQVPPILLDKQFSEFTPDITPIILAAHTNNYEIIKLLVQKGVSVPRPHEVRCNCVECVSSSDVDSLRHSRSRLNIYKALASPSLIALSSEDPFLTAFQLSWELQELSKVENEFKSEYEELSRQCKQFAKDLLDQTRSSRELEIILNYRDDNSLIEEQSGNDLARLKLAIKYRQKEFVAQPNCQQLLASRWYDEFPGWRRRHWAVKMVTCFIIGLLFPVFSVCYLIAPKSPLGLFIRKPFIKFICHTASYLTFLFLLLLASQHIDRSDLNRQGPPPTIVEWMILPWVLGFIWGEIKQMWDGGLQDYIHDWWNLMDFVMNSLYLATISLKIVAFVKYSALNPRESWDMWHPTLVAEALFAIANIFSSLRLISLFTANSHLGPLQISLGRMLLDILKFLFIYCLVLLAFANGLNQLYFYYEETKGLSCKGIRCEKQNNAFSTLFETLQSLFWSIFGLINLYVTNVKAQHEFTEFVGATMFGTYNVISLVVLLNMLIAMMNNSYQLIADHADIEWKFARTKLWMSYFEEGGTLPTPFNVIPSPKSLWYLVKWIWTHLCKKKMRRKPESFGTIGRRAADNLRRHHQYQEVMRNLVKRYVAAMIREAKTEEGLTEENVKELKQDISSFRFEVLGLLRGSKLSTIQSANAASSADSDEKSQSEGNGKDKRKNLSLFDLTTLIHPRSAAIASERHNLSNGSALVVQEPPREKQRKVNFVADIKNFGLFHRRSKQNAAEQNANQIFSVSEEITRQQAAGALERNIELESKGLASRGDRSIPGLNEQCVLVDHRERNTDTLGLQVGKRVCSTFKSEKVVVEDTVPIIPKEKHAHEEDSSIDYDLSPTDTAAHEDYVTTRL
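Assay system: HEK293 stable line with TRPC4beta plus mu-opioid receptor; schedule: 45 min room-temperature Fluo4 loading, 110 s read; technique: kinetic Fluo4 calcium fluorescence; evaluation: integrated baseline-normalised fluorescence ratio, converted to per-well B score; controls: buffer (low) and maximal DAMGO (high)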
TRPC4 PAM: TRPC4 (mouse) allosteric potentiation; Q9QUQ5; B-score at 10 µM; HEK293 TRPC4beta/mu-opioid, DAMGO EC20, Fluo-4 Ca2+ flux; active compounds read high; 310,000 compounds, 0.42% hits;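 active = B-score of calcium response area above 5 SD of library B-scores, with initial fluorescence ratio within 5 SD of library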;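 also: B-score of integrated fluorescence ratio over time as area under calcium response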
TMEM16A inh: inhibitors of mouse TMEM16A calcium-activated chloride channel. normalized B-score (activity score, 25-100; higher = stronger inhibition) at 10 µM. 310,000 compounds, 1.2% hits. HEK293 TMEM16A/YFP iodide influx fluorescence, ionomycin;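 active = ratio plate-corrected score three or more library SD toward inhibition, starting fluorescence score within five deviations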;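 also: score derived from kinetic fluorescence span divided by baseline fluorescence per well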
KCNK3 inh: human KCNK3 channel inhibition, primary screen. O14649. CHO-KCNK3 thallium flux, FluxOR fluorescence; active compounds read low. B-score at 10 µM. 340,000 compounds, 0.84% hits. AID 602410;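 active = B-score under library mean minus 4 SD, starting fluorescence ratio at most library mean plus 5 SD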;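 also: more negative B-score means stronger inhibition of thallium flux through KCNK3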
KCNQ1 block: blocks the human KCNQ1 potassium channel; P51787; CHO-K1 KCNQ1, FluxOR thallium flux fluorescence; active compounds read high; B-score at 10 µM; 310,000 compounds, 1.3% hits;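 active = compounds whose thallium flux B-score, printed positive for inhibition, exceeds three library SD while starting fluorescence stays within three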;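 also: channel opened by potassium depolarization with thallium stimulus after 20 min compound exposure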
hERG rescue: compounds protecting human hERG from proarrhythmic drug block | Q12809 | CHO-hERG, FluxOR thallium flux, dofetilide IC70 present | activation (rescue from dofetilide block), less the hit threshold, % at 10 µM | 310,000 compounds, 0.51% hits;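 active = activation above the mean of controls blocked by dofetilide plus 5 SD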;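 also: thallium influx through hERG after potassium depolarization seen as dye fluorescence rise; in these data hits start at about 4.7%; inactives centre near -7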
KCNQ1 pot: human KCNQ1 channel potentiation or activation. P51787. CHO-K1 KCNQ1, thallium flux FluxOR fluorescence; active compounds read high. B-score at 10 µM. 310,000 compounds, 0.35% hits. AID 2648;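 active = fluorescence ratio B-score, a plate-corrected score, at least three library SD, with initial intensity B-score within 5 SD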
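Assay system: CHO-K1 cells stably expressing KCNQ1. Medium: assay buffer for compound exposure, DMSO matched across wells. Timing: 37 °C overnight plating, 90-min dark dye load, 20-min compound pretreatment. Signal: kinetic FluxOR fluorescence, 10 s baseline plus 110 s post-stimulus.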
KCNK9 block: inhibitors of human KCNK9 two-pore domain potassium channel. Q9NPC2. HEK293 KCNK9, FluxOR thallium flux fluorescence; active compounds read low. B-score at 10 µM. 310,000 compounds, 1.2% hits. AID 488922;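 active = ratio B-score over 3 SD below the library mean, with starting fluorescence within 5 SD of its mean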;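 also: negative B-score means less thallium flux so channel inhibition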
Dyrk1A ADPGlo: blocks rat Dyrk1A kinase activity | Q63470 | ADP-Glo luminescence, NFATc1 peptide | inhibition, % at 12.5 µM | 310,000 compounds, 0.43% hits | AID 504441; in the data active = inhibition above about 50%;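 also: plate controls were vehicle with enzyme for no effect and no enzyme for full effect; many of its hits are not listed in these tables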
HDAC3 inhib: inhibitors of human histone deacetylase 3. inhibition, % at 8.3 µM. 320,000 compounds, 0.15% hits. O15379. recombinant HDAC3, fluorogenic peptide/trypsin coupled, fluorescence; in the data active = inhibition above about 26%, passing the limit was not always enough
ANO1 activ: mouse TMEM16A channel activation, primary screen; Q8BHY3; HEK293 TMEM16A/YFP-H148Q/I152L, iodide quench fluorescence; active compounds read low; B-score at 10 µM; 340,000 compounds, 0.3% hits;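 active = fluorescence-ratio B-score plate-corrected deviation score at least 3 library SD below zero, with starting fluorescence score within 5 deviations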;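 also: channel opened by trigger with iodide after compound preincubation; score built on the fluorescence ratio of max minus min over baseline; more negative score means more quench and so TMEM16A activation or potentiation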
An asterisk follows results filed as active; i = inactive; x = not tested or not shown.

SMILES	TRPC4 agonist	TRPC4 PAM	TMEM16A inh	KCNK3 inh	KCNQ1 block	hERG rescue	KCNQ1 pot	KCNK9 block	Dyrk1A ADPGlo	HDAC3 inhib	ANO1 activ
O=C(c1cccc(F)c1)N1CCN(Cc2cccc(Br)c2)CC1	i	i	i	i	i	-5	i	i	8	7	i
COc1ccc(NC(=O)C2CCN(S(C)(=O)=O)CC2)cc1OC	i	i	i	i	i	-8	i	i	0	1	i
Cc1ccc(NC(=O)c2c(C(F)(F)F)nn(C)c2SCc2ccc(Cl)cc2)cc1C	i	i	i	-10*	i	-9	i	i	-10	23	i
O=C(c1ccc(N2CCOCC2)nc1)N1CCOCC1	i	i	i	i	i	-4	i	i	-7	-5	i
FC(F)(F)c1ccccc1-c1nc(-c2ccncc2)no1	i	i	i	i	i	-6	i	i	3	-2	x
Cc1nc(C(=O)NC2CC2)sc1C1(C)CC(c2ccccc2)=NO1 (centres undefined)	i	i	i	i	i	-9	i	i	16	4	i
COc1ccc(-n2c(C)cc(C(=O)COC(=O)Cc3n[nH]c(=O)c4ccccc34)c2C)cc1	i	i	i	i	i	-10	i	i	1	-6	i
NC(=O)CN1CCCC1c1ccc2c(c1)OCCO2 (centres undefined)	i	i	i	i	i	-8	i	i	-3	3	i
CC(=O)c1cccc(NC(=O)c2ccc(S(=O)(=O)N3CCCC3)cc2)c1	i	i	i	i	i	-3	i	i	9	4	i
CC1Sc2ccc(S(=O)(=O)CCC(=O)Nc3cc(F)ccc3F)cc2NC1=O (centres undefined)	i	i	i	i	i	-10	i	i	-1	-6	i
O=C(CSc1ncn[nH]1)Nc1ccnc2ccccc12	i	i	i	i	i	-6	i	i	6	2	i
CCCCOc1ccc(S(=O)(=O)N2CCN(C)CC2)cc1	i	i	i	i	i	-5	i	i	6	3	i
COC(=O)CSc1ccc2c(N)c(C(=O)OC)sc2c1	i	i	i	i	i	-8	i	i	29	-14	i
COCCCn1c(=O)c2sccc2n(Cc2cccc(F)c2)c1=O	i	i	i	i	i	-9	i	i	12	2	i
CCC(C)NC(=O)COc1ccc(Br)c(C)c1 (centres undefined)	i	i	i	i	i	-7	i	i	-3	11	i
COc1ccc(CC(=O)Nc2cc(=O)n(C)c(=O)n2C)cc1	i	i	i	i	i	-4	i	i	1	-2	i
CCOc1ccc(/C=C(\C(=O)O)c2ccc(S(=O)(=O)N3CCOCC3)s2)cc1OC	i	i	i	i	i	-6	i	i	-2	3	i
C=CCn1c(SCC(=O)NCc2cccs2)nnc1C1CCCCC1	i	i	i	i	i	-5	i	i	8	0	i
CCOc1ccc(/C=C(/NC(=O)c2ccccc2Cl)C(=O)O)cc1	i	i	i	i	i	-6	i	i	2	3	i
CC(C)CC(=O)NC(NC(=S)Nc1ccccc1)C(Cl)(Cl)Cl (centres undefined)	i	i	i	i	i	-10	i	i	3	-3	i
CCN(C(=O)Cc1c(C(=O)O)n(CC)c2ccccc12)c1ccccc1C	i	i	i	i	i	-2	i	i	6	-2	i
COc1ccccc1/C=C/C(=O)Nc1cccc(C(C)=O)c1	i	i	i	i	i	-28	i	i	5	5	i
CCOc1ccc(CCNC(=O)COC(=O)c2ccc(Cl)nc2)cc1OCC	i	i	i	i	i	-19	i	i	19	-1	i
CC(=O)c1cc(C(=O)N2CCCC(C(=O)c3ccc(Cl)cc3)C2)cs1 (centres undefined)	i	i	i	i	i	-6	i	i	-1	2	i
O=[N+]([O-])c1cccc(C(=NCc2ccccc2)NO)c1	i	i	i	i	i	-8	i	i	0	-8	i
(more compounds)
SMILES	TRPC4 agonist	TRPC4 PAM	TMEM16A inh	KCNK3 inh	KCNQ1 block	hERG rescue	KCNQ1 pot	KCNK9 block	Dyrk1A ADPGlo	HDAC3 inhib	ANO1 activ
O=c1[nH]ncc(N2CCCCCC2)c1Cl	i	i	i	i	i	-7	i	i	-1	0	i
COc1cc(-c2nnc(SCC(=O)Nc3ccc4c(c3)OCCO4)o2)cc(OC)c1OC	i	i	i	i	i	-12	i	i	2	5	i
CC1(CCc2ccc3c(c2)OCO3)NCCc2c1[nH]c1ccccc21 (centres undefined)	i	i	i	i	i	-14	i	i	x	-6	i
CC(=O)N=C1SC2CS(=O)(=O)CC2N1c1c(Cl)cccc1Cl (centres undefined)	i	i	i	i	i	-4	i	i	4	0	i
COc1cc(Br)cc2cc(C(=O)N3CCN(c4ccccn4)CC3)c(=O)oc12	i	i	i	i	i	-11	i	i	3	6	i
Cc1cccc(C)c1NC(=O)CN(C)C(=O)c1ccc2nc[nH]c2c1	i	i	i	i	i	-14	i	i	2	-3	i
COc1ccc(CCN2C(=O)C3C4C=CC(C5CC45)C3C2=O)cc1OC (centres undefined)	i	i	i	i	i	-2	i	i	x	1	i
Cc1ccc(NC(=O)c2ccc(CNS(=O)(=O)c3cccc(C(F)(F)F)c3)cc2)cc1	i	i	i	i	i	1	i	i	10	x	i
CCC(=O)Nc1ccc(NC(=O)CSc2nc3cc4c(cc3cc2C)CCC4)cc1	i	i	i	i	i	-3	i	i	2	-3	i
Cn1c(=O)[nH]c(=O)c2c1nc(NCCN)n2CCOc1ccccc1	i	i	i	i	i	-6	i	i	13	2	i
COc1ccc(-n2c(O)c(/C=N/NS(=O)(=O)c3cc(C)ccc3C)c3ccccc3c2=O)cc1OC	i	i	i	i	i	-42	i	i	-5	-3	i
CC(C)c1ccc(Nc2nnc(SC3CCOC3=O)s2)cc1 (centres undefined)	i	i	i	i	i	-10	i	i	7	3	i
Cc1nc(C(F)(F)F)c(C(=O)N/N=C(\N)c2ccccn2)s1	i	i	i	i	i	-8	i	i	8	5	i
COCCn1nnnc1SCC(=O)Nc1ccc2c(c1)OCO2	i	i	i	i	i	-6	i	i	-1	7	i
Cc1c(NC(=O)C(C)Oc2ccccc2F)c(=O)n(-c2ccccc2)n1C (centres undefined)	i	i	i	i	i	-6	i	i	-6	7	i
Cc1ccc(-n2c(SCC(=O)Nc3cc(C)on3)nc3c([nH]c4ccccc43)c2=O)cc1	i	i	i	i	i	-9	i	i	-1	6	i
COc1cc(S(=O)(=O)N2CCCCCC2)ccc1Cl	i	i	i	i	i	-6	i	i	0	1	i
CC(=O)C1=C(c2ccccc2)NC(=O)NC1c1ccccc1OCC#N (centres undefined)	i	i	i	i	i	-3	i	i	9	3	i
O=C(Nc1ccccc1)c1ccc(NCCc2ccccc2)c([N+](=O)[O-])c1	i	i	i	i	i	-10	i	i	-4	-6	i
NC(C(=O)O)C(c1ccccc1)C(F)F (centres undefined)	i	i	i	x	i	-4	i	i	x	5	x
COc1ccc(OC)c(/C=N/NC(=O)CC2C(=O)NN=C2C)c1 (centres undefined)	i	i	i	i	i	-2	i	i	3	-57	i
Cc1cc(C)c(S(=O)(=O)N(CC(=O)N2CCOCC2)C2CCCCC2)c(C)c1	i	i	i	i	i	-6	i	i	-1	-1	i
COc1ccc(C(O)(c2ccccc2OC)C(CN2CCOCC2)c2ccccc2)cc1 (centres undefined)	i	i	i	i	i	-11	i	i	3	-1	i
CCOC(=O)N1CCN(C(=O)C2CCC(CNS(=O)(=O)c3ccccc3)CC2)CC1 (centres undefined)	i	i	i	i	i	-2	i	i	-6	2	i
O=C(Nc1nncs1)c1cccc(S(=O)(=O)N2CCCC2)c1	i	i	i	i	i	-12	i	i	-4	x	i

Single records, as listed above. Order of values: TRPC4 agonist, TRPC4 PAM, TMEM16A inh, KCNK3 inh, KCNQ1 block, hERG rescue, KCNQ1 pot, KCNK9 block, Dyrk1A ADPGlo, HDAC3 inhib, ANO1 activ
Listed for COc1ccccc1/C=C/C(=O)Nc1cccc(C(C)=O)c1 = i, i, i, i, i, -28, i, i, 5, 5, i
Listed for Cc1cc(C)c(S(=O)(=O)N(CC(=O)N2CCOCC2)C2CCCCC2)c(C)c1 = i, i, i, i, i, -6, i, i, -1, -1, i
Listed for O=C(Nc1nncs1)c1cccc(S(=O)(=O)N2CCCC2)c1 = i, i, i, i, i, -12, i, i, -4, x, i
Listed for COc1ccc(-n2c(O)c(/C=N/NS(=O)(=O)c3cc(C)ccc3C)c3ccccc3c2=O)cc1OC = i, i, i, i, i, -42, i, i, -5, -3, i

Next part.
SMILES	TRPC4 agonist	TRPC4 PAM	TMEM16A inh	KCNK3 inh	KCNQ1 block	hERG rescue	KCNQ1 pot	KCNK9 block	Dyrk1A ADPGlo	HDAC3 inhib	ANO1 activ
CC1=C(C(=O)OC2CCCC(C)C2)C(c2ccccc2)NC(=O)N1 (centres undefined)	i	i	i	i	i	-9	i	i	-5	-4	i
COc1cccc(CN2CCNC(=O)C2CC(=O)NCCOc2cccnc2)c1OC (centres undefined)	i	i	i	i	i	-8	i	i	-4	7	i
O=C(NCCc1c[nH]c2ccccc12)Nc1cccc2ccccc12	i	i	i	i	i	-1	i	i	-5	-6	i
O=C(O)CNS(=O)(=O)c1cccc(Cl)c1	i	i	i	i	i	-10	i	i	8	-5	i
CC1=NN(c2cccc([N+](=O)[O-])c2)C(=O)C1	i	i	i	i	i	4	i	i	4	7	i
COc1cccc(-n2c(CN3CCN(c4ccc(C)cc4)C(C)C3)nc3ccc([N+](=O)[O-])cc3c2=O)c1 (centres undefined)	i	i	i	i	i	-6	i	i	-3	10	i
COc1ccc(OCCCC(=O)Nc2nnc(C3CCCO3)s2)cc1 (centres undefined)	i	i	i	i	i	-12	i	i	7	0	i
CC(C)N(C(=O)NC(=O)NCC1CCCO1)S(C)(=O)=O (centres undefined)	i	i	i	i	i	-5	i	i	3	2	i
COCCNc1nc(-c2cc(C)n(CCc3ccc(OC)cc3)c2C)cs1	i	i	i	i	i	-15	i	i	-1	1	i
CCN(CCNC(=O)CS(=O)(=O)Cc1nc(-c2cccc(OC)c2)oc1C)c1ccccc1	i	i	i	i	i	-7	i	i	7	2	i
C#CC(C)(C)NC(=O)CSc1nc2c(c(=O)n(C)c(=O)n2C)n1CCCC	i	i	i	i	i	-2	i	i	-6	-10	i
Cc1csc(N2CCCC2c2nc3cc(Cl)c(N4CCCCC4)cc3n2CCCO)n1 (centres undefined)	i	i	i	i	i	-11	i	i	7	-3	i
Cc1ccc(-c2nnc(CN3CCCCC3C)o2)cc1 (centres undefined)	i	i	i	i	i	-2	i	i	5	2	i
CNS(=O)(=O)c1cccc(C(=O)OCC(=O)NCc2ccccc2)c1	i	i	i	i	i	-8	i	i	-1	0	i
COc1ccc(N(CC(=O)NCCc2ccc(OC)c(OC)c2)S(=O)(=O)c2ccc(OC)c(OC)c2)cc1	i	i	i	i	i	-6	i	i	-5	5	i
COc1cccc(C(=O)Nc2ccc(N3CCN(C(=O)c4ccco4)CC3)cc2)c1	i	i	i	i	i	-6	i	i	7	1	i

Not all compounds are listed; rates above refer to the full screens.
